Source: PubChem (Sanford-Burnham Center for Chemical Genomics)
SENP8 block-1: inhibitors of human SENP8 protease; Q96LD8; purified SENP8, Z-RLRGG-aminoluciferin cleavage, luminescence; inhibition, % at 10 µM; 330,000 tested, 1.2% active; AID 2540; in the data active means inhibition above about 50%
Target sequence (Q96LD8 whole entry, looked up): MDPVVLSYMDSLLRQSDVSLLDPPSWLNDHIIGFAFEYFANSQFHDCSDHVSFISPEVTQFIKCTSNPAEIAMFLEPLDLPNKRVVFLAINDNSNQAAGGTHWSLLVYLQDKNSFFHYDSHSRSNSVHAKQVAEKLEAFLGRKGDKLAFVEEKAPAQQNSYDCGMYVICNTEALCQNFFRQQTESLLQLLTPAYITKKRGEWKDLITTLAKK
SENP1 inh: blocks the human SENP1 SUMO protease catalytic domain. Q9P0U3. inhibition, % at 10 µM. 360,000 tested, 0.21% active. recombinant SENP1 catalytic domain, CyPet-SUMO1-YPet FRET cleavage;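 active means inhibition at least 30% at 10 µM, raw YFP signal under a set limit, fluorescence ratio 0.5 to 1.5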;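 further: 0% = enzyme with DMSO and 100% = no enzyme wells; some results filed as inactive read as strong as hits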
Target sequence (Q9P0U3 419-644 limits assumed): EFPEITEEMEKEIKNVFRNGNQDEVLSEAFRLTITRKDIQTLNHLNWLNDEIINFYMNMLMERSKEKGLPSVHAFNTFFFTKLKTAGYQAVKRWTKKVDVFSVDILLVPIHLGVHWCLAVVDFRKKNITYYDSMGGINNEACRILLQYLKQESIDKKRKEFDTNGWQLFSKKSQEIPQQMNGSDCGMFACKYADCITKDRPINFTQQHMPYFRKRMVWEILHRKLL
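Assay system – human recombinant His6-tagged SENP1 catalytic domain enzyme · Input – SENP1 enzyme, 20 pM final · Buffer or medium – Tris pH 8 buffer plus EDTA, NaCl, BME, BSA, NP40, catalase · Schedule – 50 min reaction at room temperature · Technique – FRET read of cyan and yellow fluorescence · Control set – no-enzyme wells low, DMSO-plus-enzyme wells high control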
PfG6PD inh: PfG6PD (Plasmodium falciparum) enzyme inhibition | PfGluPho enzyme, NADPH resazurin-diaphorase fluorescence | inhibition, % at 20 µM | 350,000 tested, 0.78% active;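 active means inhibition reaching at least a set limit at 20 µM in the primary screen, cut at about 59% in these data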;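 further: 0% = DMSO wells with substrate and 100% = DMSO wells lacking glucose-6-phosphate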
SENP6 inh: SENP6 protease inhibition; Q9GZR1; Recombinant SENP6 catalytic domain, aminoluciferin luminescence; inhibition, % at 10 µM; 330,000 tested, 1.8% active;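 active means inhibition above about 50% at the single tested dose, limit read from the data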;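 further: plate controls were DMSO wells with enzyme for no effect and DMSO wells lacking enzyme for full effect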
HKDC1 inhibitor: HKDC1 (human) hexokinase inhibition; Q2TB90; recombinant HKDC1, G6PDH/diaphorase resazurin coupled fluorescence; inhibition, % at 20 µM; 340,000 tested, 0.16% active; AID 493160;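 active means inhibition above about 35% when tested at 20 µM, limit read from the data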;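 further: plate controls were DMSO wells with enzyme for no effect and DMSO wells lacking enzyme for full effect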
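Material: recombinant HKDC1 hexokinase; Amount: HKDC1 at 5 µg/mL; Medium: Tris pH 8.0 buffer with MgCl2, Tween-20, BSA, BME; Schedule: 90 min reaction incubation at room temperature, dark; Technique: coupled resazurin fluorescence, excitation 525 nm, emission 613 nm.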
Apaf-1 inh: human Apaf-1 inhibition. O14727. reconstituted apoptosome caspase-3 activity, DEVD-Rh110 fluorescence. inhibition, % at 20 µM. 330,000 tested, 0.71% active. AID 489030; active means inhibition of at least 40% at 20 µM;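 further: plate controls were DMSO wells for no effect and DEVD-CHO caspase inhibitor wells for full effect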
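System – cell-free apoptosome with Apaf-1, procaspase-3 and caspase-9 · Buffer or medium – pH 7.5 Hepes buffer with CHAPS, BSA, DTT · Also added – cytochrome c with DEVD-Rh110 · Times – 30 min compound preincubation, 50 min activation, room temperature · Technique – Rh110 fluorescence intensity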
SENP7 inh: blocks the human protease SENP7; AID 434973; 330,000 tested, 1.5% active; inhibition, % at 5 µM; Q9BQF6; recombinant SENP7, Z-RLRGG-aminoluciferin luminescence, 40 min;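 active means inhibition above about 50% at the single test dose, limit read from the data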;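 further: plate controls were DMSO with enzyme for no effect and no enzyme buffer wells for full effect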
Target sequence (Q9BQF6 706-1050 limits assumed): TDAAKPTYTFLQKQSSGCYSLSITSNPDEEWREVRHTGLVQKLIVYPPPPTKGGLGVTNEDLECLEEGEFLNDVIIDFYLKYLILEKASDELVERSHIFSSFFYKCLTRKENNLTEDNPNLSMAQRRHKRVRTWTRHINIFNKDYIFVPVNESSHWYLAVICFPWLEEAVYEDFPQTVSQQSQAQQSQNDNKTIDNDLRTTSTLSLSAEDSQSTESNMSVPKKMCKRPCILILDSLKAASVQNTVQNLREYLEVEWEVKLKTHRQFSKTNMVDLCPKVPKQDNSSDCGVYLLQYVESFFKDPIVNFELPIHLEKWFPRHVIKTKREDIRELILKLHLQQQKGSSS
SENP8 block-2: blocks human SENP8 cleavage of Nedd8 substrate | Q96LD8 | recombinant SENP8, Nedd8 substrate fluorescence | inhibition, % at 20 µM | 360,000 tested, 0.64% active | AID 602440; in the data active means inhibition mostly above about 40%, no sharp cut-off; inactive means mostly below about 27%
* marks the source's active call; other numbers are inactive results; nt = not tested or not shown.

SMILES	SENP8 block-1	SENP1 inh	PfG6PD inh	SENP6 inh	HKDC1 inhibitor	Apaf-1 inh	SENP7 inh	SENP8 block-2
COc1cc(NC(=O)C2=C(N3CCOCC3)/C(=C/c3ccc(Cl)cc3)CC2)cc(OC)c1OC	1	-47	7	3	-1	22	-8	-28
O=C(NCC1CCCO1)C(c1ccc(N2CCOCC2)cc1)N(C(=O)Cn1nnc2ccccc21)c1ccccc1F (configuration not stated)	6	0	-13	13	-7	1	8	14
O=C(COc1ccccc1Cl)NNC(=O)c1cc(S(=O)(=O)N2CCOCC2)ccc1N1CCCC1	-3	3	-17	-5	5	-6	-12	-7
O=C1CSC(c2ccccc2[N+](=O)[O-])N1c1ccc(O)cc1 (configuration not stated)	-8	1	-8	-22	8	0	-10	-3
Cc1ccc(O)c(C2=NOC(O)(C(F)(F)F)C2)c1 (configuration not stated)	4	1	-16	5	-1	3	5	20
COCCCOc1cc(NCc2ccccc2)c2ncn(C(C)C)c2c1	-8	-2	48	-9	4	41*	4	22
CC1CCN(C(=O)COC(=O)c2ccc3c(c2)C(=O)N(Cc2ccco2)C3=O)CC1	2	0	9	-8	4	12	2	4
COc1cccc2c(=O)cc(C)n(CC(=O)Nc3ccc(C)c(C)c3)c12	-9	-2	-1	-38	-8	6	-5	-32
COc1ccc(C(=O)Nc2ccc(CN3CCOCC3)cc2)cc1Br	13	0	-15	4	-4	-9	0	27
CCCN(CCC)Cc1c(C(=O)N/N=C/c2ccco2)nnn1-c1nonc1N	4	2	14	5	-2	4	2	12
Cc1cc(NC(=O)COc2ccccc2C#N)no1	4	0	6	4	1	-7	-1	0
Cc1cccc2c(=O)cc(C(F)(F)F)[nH]c12	-5	0	11	-15	-3	4	-8	-17
Cc1nc2sccc2c(=O)n1-c1cccc(Cl)c1	4	-2	1	-2	0	-1	-2	10
CCC(c1nnnn1C(C)(C)C)N(Cc1ccco1)Cc1cc2cccc(C)c2[nH]c1=O (configuration not stated)	0	-1	4	-6	4	29	-1	-15
COC(=O)C(COC(=O)c1c(F)cccc1F)NC(=O)c1c(F)cccc1F (configuration not stated)	2	0	-3	-4	-2	7	3	12
O=c1oc2ccccc2c(N2CCCC2)c1CN1CCCC1	0	1	-13	-2	13	0	4	-163
CCOC(=O)C(C)Sc1nnc(-c2ccccc2O)n1-c1ccc(C)cc1 (configuration not stated)	-8	-1	-3	-6	-1	29	-6	23
COc1cc(OC)c(OC)cc1/C=C1/C(=O)N=C(N)N1C	-3	3	9	5	-3	-14	2	16
O=C(O)CN1C(=O)SC(Nc2ccccc2C(=O)O)C1=O (configuration not stated)	8	0	-32	-12	-7	1	3	-54
COc1ccc(/C=C(/NC(=O)c2ccccc2)C(=O)NCc2ccncc2)cc1	-11	-1	0	4	-4	-2	-14	5
O=C(NNS(=O)(=O)c1cc(Cl)c(Cl)cc1Cl)c1cccnc1	-1	0	8	-18	1	-9	14	9
O=C(COc1ccc(Br)cc1)NCCCNC(=O)c1cccnc1	-10	0	-7	-10	-3	8	2	3
CC(C)[C@H](NC(=O)[C@H](Cc1ccccc1)n1c(=O)[nH]c2ccccc2c1=O)C(=O)N1CCC[C@H]1C(=O)O	2	1	2	2	1	-10	2	28
CCc1ccc(NC(=O)c2cc(-c3ccc(OC)cc3)on2)cc1	-11	2	-8	-2	-11	-10	-5	-115
COc1cc([C@@H]2c3cc4c(cc3[C@@H](O)[C@H]3COC(=O)[C@H]23)OCO4)cc(OC)c1O[Si](C)(C)C(C)(C)C	-14	1	26	-21	1	24	14	13
CCC(=O)Nc1cnc(NC(=O)c2cccc(F)c2)cc1C	18	-2	-1	58*	-3	-6	59*	12
O=C(Cc1ccc(Cl)cc1)NCCCNC(=O)c1cccnc1	-4	0	-23	19	-2	8	-48	15
COC(=O)c1c(NC(C)=O)sc(Cc2ccccc2)c1C	1	14	28	-7	-77	4	2	-11
O=C1C=C(O)c2cccc3cccc1c23	6	45*	22	19	2	-6	-3	22
CCn1c(=O)cc(N2CCC3(CC2)OCCO3)[nH]c1=O	6	1	3	15	-5	-6	-4	6
COC(=O)c1ccccc1NS(=O)(=O)c1ccc(O)c(C(=O)O)c1	7	0	-35	11	11	-6	6	12
Cc1ccc(C)c(OCC(O)CN2CCN(CCN3C(=O)c4cccc5cccc(c45)C3=O)CC2)c1 (configuration not stated)	-5	0	0	0	-15	19	-5	-2
CC1(C)CC(=O)C2=C(C1)NCN(CCCN1CCOCC1)C2	-7	-5	-11	2	0	4	-4	16
O=C(NCC(=O)N1CCN(c2ccc([N+](=O)[O-])cc2)CC1)c1ccco1	-10	2	13	-11	-9	-2	-1	16
O=C(COC(=O)Cn1c(C(F)(F)F)nc2ccccc21)Nc1ccc2c(c1)OCCO2	-6	10	0	-2	-2	5	-2	17
CN(CCOc1ccc(Cl)cc1)C(=O)c1cc([N+](=O)[O-])ccc1N1CCOCC1	5	1	-1	-1	-3	13	-3	18
O=C(NNCc1ccccc1)c1ccccn1	nt	1	-20	nt	1	nt	nt	20
Clc1ccc(COn2c(-c3ccc(Cl)cc3)nc3ccccc32)cc1	4	2	31	18	-1	22	-5	0
Brc1cccc(-c2nc3cccnc3nc2-c2cccc(Br)c2)c1	-10	3	-2	-12	6	22	-9	1
COc1ccc(NC(=O)CCC(=O)N/N=C/c2ccncc2)cc1	-10	2	-4	-15	-7	3	-12	11

Entries of single compounds as entered above. Screens in order: SENP8 block-1 | SENP1 inh | PfG6PD inh | SENP6 inh | HKDC1 inhibitor | Apaf-1 inh | SENP7 inh | SENP8 block-2
Clc1ccc(COn2c(-c3ccc(Cl)cc3)nc3ccccc32)cc1 in the list: 4 | 2 | 31 | 18 | -1 | 22 | -5 | 0
COc1ccc(C(=O)Nc2ccc(CN3CCOCC3)cc2)cc1Br in the list: 13 | 0 | -15 | 4 | -4 | -9 | 0 | 27
CCC(=O)Nc1cnc(NC(=O)c2cccc(F)c2)cc1C in the list: 18 | -2 | -1 | 58* | -3 | -6 | 59* | 12

Continuation:
SMILES	SENP8 block-1	SENP1 inh	PfG6PD inh	SENP6 inh	HKDC1 inhibitor	Apaf-1 inh	SENP7 inh	SENP8 block-2
Cc1cc(C)n2nc(C(=O)NCc3cccc(C(F)(F)F)c3)nc2n1	-7	-2	8	-22	-5	3	-7	18
COc1ccccc1NC(=O)C1=C(C)NC(=O)NC1c1cccs1 (configuration not stated)	4	-1	-6	-15	-3	2	1	9
COc1cccc2c1C(=O)c1c(O)c3c(c(O)c1C2=O)C[C@@](O)(C(=O)CO)C[C@@H]3OC1CC(N)C(O)C(C)O1 (some centres not stated)	nt	97	49	nt	25	nt	nt	94*
Cc1nn(C)c(C)c1NC(=O)CSc1nc(C2CC2)nc2c1cnn2-c1ccccc1	-3	-1	-7	-9	-7	19	-7	1
COCCNC(=S)Nc1ccc2[nH]c(=O)[nH]c2c1	1	-48	27	1	-2	-9	5	6
COC(=O)C1=C(C)NC2=C(C(=O)c3ccccc32)C1c1cccc(OC)c1 (configuration not stated)	1	3	-3	-19	-1	10	1	32
O=C(Nc1cccnc1)c1ccc(Cl)cc1[N+](=O)[O-]	-1	-2	-5	-12	-1	-3	-10	12
CCc1noc(C)c1C(=O)NNC(=O)c1ccc(N(CC)CC)cc1	-8	0	-8	-15	-1	-8	-8	-39
CCOc1ccc(NC(=O)CSc2nc3nc(C)cc(C)n3n2)cc1	9	1	4	-12	10	-8	2	5
CCOC(=O)C1CCN(C(=O)CCCN2C(=O)c3ccccc3C2=O)CC1	3	0	16	8	3	0	14	18
CCN(CC)c1ccc(/C=N/N2CCN(Cc3ccc(C)cc3C)CC2)c(O)c1	-3	1	23	-8	18	0	-5	15
CCCN1CCN(C(=O)C2CCCN(c3ncnc4c3nc3n4CCCCC3)C2)CC1 (configuration not stated)	2	1	-8	4	-3	0	5	10
CCOC(=O)c1c(CSc2nc(C)cc(C)c2C#N)n(C)c2cc(Br)c(OC(C)=O)cc12	-10	1	1	-19	-4	10	-9	10
COC(=O)COc1ccc(S(=O)(=O)N2CCCCC2)cc1[N+](=O)[O-]	1	2	-2	2	-3	1	-1	13
Cc1ccc(S(=O)(=O)N2CCOCC2)cc1NC(=O)COc1ccc(-c2nnco2)cc1	9	2	10	0	-7	-4	8	3
CCCCNC(=O)NC(C(=O)OC)C12CC3CC(CC(C3)C1)C2 (configuration not stated)	-1	1	2	4	13	-2	8	15
CC(NC(=O)C(C)N1CCN(S(=O)(=O)c2ccccc2)CC1)c1ccccc1 (configuration not stated)	-7	2	-6	-12	-7	0	-4	-4
Cc1cccc(/C=N/n2c(C)nc3ccccc3c2=O)c1	-1	2	-1	5	-2	4	7	12
O=C(NC(Cc1c[nH]c2ccccc12)C(=O)N1CCOCC1)c1cccs1 (configuration not stated)	-9	0	-10	-7	-4	4	-6	2
CCO[C@@H]1OC(C(=O)N2CCN(C)CC2)=C[C@H](C(C)(C)C)[C@H]1CCCO	5	nt	-3	-1	-4	-5	1	nt

Molecules above containing a cyano group, in the order listed:
SMILES	SENP8 block-1	SENP1 inh	PfG6PD inh	SENP6 inh	HKDC1 inhibitor	Apaf-1 inh	SENP7 inh	SENP8 block-2
Cc1cc(NC(=O)COc2ccccc2C#N)no1	4	0	6	4	1	-7	-1	0
CCOC(=O)c1c(CSc2nc(C)cc(C)c2C#N)n(C)c2cc(Br)c(OC(C)=O)cc12	-10	1	1	-19	-4	10	-9	10

Going on with the list:
SMILES	SENP8 block-1	SENP1 inh	PfG6PD inh	SENP6 inh	HKDC1 inhibitor	Apaf-1 inh	SENP7 inh	SENP8 block-2
CC1Nc2nc(NC(=O)C(C)(C)C)[nH]c(=O)c2N(C)C1C (configuration not stated)	-4	-2	-10	-12	4	-6	-8	15
CCCC/C(C)=N\NC(=O)CNS(=O)(=O)c1ccc([N+](=O)[O-])cc1	-6	-1	-2	-5	-4	-6	-2	27
COc1cc(C2C(C#N)=C(N)Oc3cc(C)oc(=O)c32)cc(OC)c1OC (configuration not stated)	11	1	-3	-12	-4	-23	3	1
COCc1cc(C)nc(OCC(=O)N/N=C/c2ccc(C)cc2)c1C#N	-9	-1	-11	-13	0	9	2	15
CCCN1Cc2cccc(C(=O)NC3CCCC3)c2C1=O	-11	-1	-1	-16	0	4	-11	14
O=C1CCN(C(=S)NCc2ccccc2)CC1	-6	0	5	-6	-3	13	-9	2
CCCCCCn1nc(C(=O)OCC(=O)NC2CCS(=O)(=O)C2)c2ccccc2c1=O (configuration not stated)	-10	0	-4	-2	1	2	-15	17
COC(=O)N1C(=O)[C@@](c2ccccc2)(C2CCCC2)N1C(=O)OC	-4	2	21	-18	8	2	-8	13
Cc1ccccc1S(=O)(=O)N(CC(O)CN1CCCCC1)c1ccccc1 (configuration not stated)	-15	1	17	-11	-4	3	-11	15
O=C(OCCN1C(=O)c2ccccc2C1=O)c1cnccn1	5	1	-12	0	-3	2	1	28
Cc1cccc(/C=N/NC(=O)c2cc(-c3cccnc3)nc3c2c(C)nn3-c2ccccc2)c1	-9	-16	0	14	-3	14	77*	-171
CCCCOc1ccc(/C=C/C(=O)NCCc2nc3ccccc3[nH]2)cc1	5	29	17	-2	1	-9	-5	-2
CCCNC(=O)c1cc2cc([N+](=O)[O-])ccc2s1	-10	2	1	-4	1	1	9	14
C=CCOc1ccc(/C=C/C(=O)OCC(=O)N2CCC(c3ccccc3)=N2)cc1	9	-2	13	-5	-2	19	8	5
Cc1c(CN(C)C(=O)c2ccc(Br)o2)cnn1C	-3	1	-13	1	4	-1	4	14
